Compound activity as filed in PubChem BioAssay.
HePTP inhibitor: human HePTP phosphatase inhibition; inhibition, % at 20 µM; P35236; actives 0.64% (n = 110,000); recombinant HePTP phosphatase activity, OD absorbance; in the data active = inhibition above about 50%;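 note: plate controls were vehicle for no effect and reference inhibitor for full effect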
Target sequence (P35236 whole entry, looked up): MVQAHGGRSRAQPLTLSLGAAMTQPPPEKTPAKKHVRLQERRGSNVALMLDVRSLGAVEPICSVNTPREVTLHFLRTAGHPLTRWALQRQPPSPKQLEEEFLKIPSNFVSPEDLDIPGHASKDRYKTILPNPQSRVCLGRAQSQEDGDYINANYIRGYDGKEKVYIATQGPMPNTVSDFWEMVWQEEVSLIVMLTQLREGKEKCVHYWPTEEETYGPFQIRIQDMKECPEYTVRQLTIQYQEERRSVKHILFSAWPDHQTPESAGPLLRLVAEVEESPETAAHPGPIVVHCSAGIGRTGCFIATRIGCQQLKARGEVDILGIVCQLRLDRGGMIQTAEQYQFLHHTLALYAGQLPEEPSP
BAP1 block: inhibitors of human BAP1 deubiquitinase | Q92560 | recombinant BAP1, Ub-AMC hydrolysis fluorescence kinetic; hits give low values | activity remaining (% of control), % at 20 µM | actives 0.48% (n = 72,000) | AID 436;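 active = activity remaining at or below 50% of control, provided the compound also passes the data quality filters; inactive = the rest, including low values that fail the filters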;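 note: 100% = DMSO wells rate and 0% = substrate alone blank rate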
Target sequence (Q92560 whole entry, looked up): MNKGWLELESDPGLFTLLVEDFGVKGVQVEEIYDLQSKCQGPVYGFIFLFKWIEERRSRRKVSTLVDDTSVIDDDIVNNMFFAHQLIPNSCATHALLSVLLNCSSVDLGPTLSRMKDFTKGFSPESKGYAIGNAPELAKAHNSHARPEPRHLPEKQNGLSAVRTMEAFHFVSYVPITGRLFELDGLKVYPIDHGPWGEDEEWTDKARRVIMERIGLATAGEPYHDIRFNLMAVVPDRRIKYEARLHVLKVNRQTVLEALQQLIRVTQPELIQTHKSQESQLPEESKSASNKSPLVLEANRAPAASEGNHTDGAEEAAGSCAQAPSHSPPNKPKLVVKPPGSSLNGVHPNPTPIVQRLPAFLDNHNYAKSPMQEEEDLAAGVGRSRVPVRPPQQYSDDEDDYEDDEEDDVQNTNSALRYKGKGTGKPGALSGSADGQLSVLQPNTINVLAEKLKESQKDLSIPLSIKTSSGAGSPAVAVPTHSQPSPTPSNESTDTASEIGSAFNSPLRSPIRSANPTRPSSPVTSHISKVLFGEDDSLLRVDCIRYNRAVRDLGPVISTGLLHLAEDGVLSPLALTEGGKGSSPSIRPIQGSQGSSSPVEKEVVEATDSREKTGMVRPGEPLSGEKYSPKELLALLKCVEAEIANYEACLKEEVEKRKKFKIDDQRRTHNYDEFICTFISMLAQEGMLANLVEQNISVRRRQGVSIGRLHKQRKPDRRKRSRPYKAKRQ
* marks the source's active call; other numbers are inactive results; · = no result given; & = joins results of further samples. No enrichment for hits; about 0.95% have a hit in one of these screens.

The line under a structure holds: HePTP inhibitor	BAP1 block
- O=C(Nc1ccccc1N1CCCC1)c1cc2ccccc2o1
    13	136
- CCNS(=O)(=O)c1ccc(NC(=O)Nc2cccc(C(F)(F)F)c2)cc1
    2	114
- Cc1ccc(C(=O)Oc2ccc(Br)cc2C(=S)N2CCOCC2)cc1
    -13	·
- CCc1ccc(/C=N\N2CCN(c3ccc(C)cc3)CC2)cc1
    6	·
- Cc1cc(-c2ccco2)n(-c2ccccc2)n1
    0	66
- COc1cc2c(cc1OC)C(c1ccc(N(C)C)cc1)CC(=O)N2 (stereo not drawn)
    1	112
- Cc1nc(CCNC(=O)Cc2ccccc2)cs1
    4	105
- CCOc1cc(-c2nnc(-c3ccc(Br)o3)o2)cc(OCC)c1OCC
    11	·
- CCOC(=O)CSc1nnc(Cc2ccccc2)n1CC1CCCO1 (stereo not drawn)
    -3	111
- O=C(CN1CCN(CC(=O)c2ccc(F)cc2)CC1)Nc1ccccc1Cl
    8	96
- COc1ccc(/C=C\C(=O)Nc2ccc3oc(-c4cccnc4)nc3c2)cc1
    13	·
- Fc1ccc(NC(=S)NCCC2=CCCCC2)cc1
    0	·
- O=C(Nc1cc(C(F)(F)F)cc(C(F)(F)F)c1)c1ccc(Br)o1
    7	·
- Cn1c(=O)c2c(SCC(=O)N3CCC(Cc4ccccc4)CC3)nc(C3CC3)nc2n(C)c1=O
    3	69
- CCOC(=O)Cn1c(=N)n(Cc2ccccc2Cl)c2ccccc21
    5	·
- Fc1c(F)c(F)c(CSc2nc3ccccc3[nH]2)c(F)c1F
    -11	102
- COc1ccc(N(CC(=O)Nc2cccc(Cl)c2)S(C)(=O)=O)cc1
    -5	·
- CCn1cc(C(=O)O)c(=O)c2cc(-c3ccco3)ccc21
    17	·
- CCCCCC1CC(=O)N(Cc2ccccc2)C(=O)N1 (stereo not drawn)
    -3	105
- O=C(N/N=C/c1cccs1)C(O)c1ccccc1 (stereo not drawn)
    1	·
- CC(C)(C)N1C(=O)c2ccc(C(=O)Nc3c[nH]c(=O)[nH]c3=O)cc2C1=O
    -14	·
- Cc1ccc(C(=O)COC(=O)c2cnccn2)cc1
    9	98
- O=C(Nc1ccc(Cl)cc1)C(c1ccccc1)N(CCO)CCO (stereo not drawn)
    2	108
- Cc1c(C(=O)O)cccc1-n1c(C)ccc1C
    104*	·
- CCC(C)C(NC(=O)OC(C)(C)C)C(=O)NC(C(=O)N1CCCC1C(N)=O)C(C)CC (stereo not drawn)
    1	111
- Cc1ccc(C(=O)N2CCN(c3ccc(Cl)cc3)CC2)cc1[N+](=O)[O-]
    2	·
- CCOC(=O)c1cnc(SCC(=O)Nc2cc(C(F)(F)F)ccc2N2CCOCC2)nc1N
    9	99
- COC(=O)c1ccc(Cl)c(NC(=O)CN2CCN(Cc3ccccc3)CC2)c1
    -14	146
- COc1cc(NC(=O)c2cnn3c2NC(c2cc(OC)c(OC)c(OC)c2)CC3C(F)(F)F)cc([N+](=O)[O-])c1 (stereo not drawn)
    6	·
- Cc1cc(NC(=O)C2(c3ccccc3)CCCC2)no1
    ·	115

An excerpt from above in order of their number in BAP1 block, rising:
Molecule | HePTP inhibitor | BAP1 block
O=C(CN1CCN(CC(=O)c2ccc(F)cc2)CC1)Nc1ccccc1Cl | 8 | 96
Cc1ccc(C(=O)COC(=O)c2cnccn2)cc1 | 9 | 98
CCOC(=O)c1cnc(SCC(=O)Nc2cc(C(F)(F)F)ccc2N2CCOCC2)nc1N | 9 | 99
O=C(Nc1ccc(Cl)cc1)C(c1ccccc1)N(CCO)CCO (stereo not drawn) | 2 | 108
CCNS(=O)(=O)c1ccc(NC(=O)Nc2cccc(C(F)(F)F)c2)cc1 | 2 | 114

Going on with the list.
The line under a structure holds: HePTP inhibitor	BAP1 block
- CCOc1ccccc1NC(=O)Cc1ccc(Cl)cc1
    -1	·
- O=C1C(=C/C(Br)=C/c2ccccc2)SC(=S)N1Cc1ccccc1
    5	·
- CCCCOC(=O)C1=C(C)Nc2ncnn2C1c1ccc(OCC)c(OC)c1 (stereo not drawn)
    7	104
- N#CC1=C(N)Oc2n[nH]c(CSc3ccccc3)c2C12C(=O)Nc1ccccc12 (stereo not drawn)
    4	83
- Cc1cc(C(=O)N/N=C/c2ccccc2OCC(=O)O)n[nH]1
    -6	·
- COc1ccccc1CNC(=O)CCN1C(=O)COc2ccccc21
    1	108
- CN1CCN(C(=O)c2ccc3c(=O)n(Cc4ccc(Cl)cc4)c(=S)[nH]c3c2)CC1
    8	102
- COc1ccc(/C(C)=N/N2C(=O)c3ccccc3C2=O)c(OC)c1
    4	·
- CCNC(=O)c1ccc(Cl)cc1Cl
    12	·
- Cc1ccc(/C=C/C(=O)Nc2ccc(Cl)cc2Cl)o1
    -5	·
- O=C(NCCOC(=O)c1ccc(S(=O)(=O)N2CCOCC2)cc1)c1cccnc1
    4&-1	·
- O=C(COc1ccc(Br)cc1)N1CCN(c2ccccn2)CC1
    2	·
- COc1ccc(OC)c(C=Nc2ccc(I)cc2)c1
    -16	·
- CC1/C(=N\O)CC(c2ccco2)NC1c1ccco1 (stereo not drawn)
    7	·
- CCOC(=O)Cc1csc(NC(=O)CCS(=O)(=O)Cc2ccccc2)n1
    6	87
- Cc1ccc(N=Cc2ccccc2OCc2ccccc2)c(O)c1
    -2	·
- C=CCOc1ccc(Cl)cc1/C=C1/SC(=S)NC1=O
    -4	·
- N=c1c(S(=O)(=O)c2ccccc2)cc2c(=O)n3ccccc3nc2n1Cc1ccco1
    11	107
- CC(C)c1nnc(SCC(=O)NCc2ccco2)n1C
    10	89
- CN(C1=NC(=O)/C(=C\C=C\c2ccccc2)S1)c1ccc(O)cc1
    -2	·
- CN(C)C(=O)C1(C)CSSC(C)(C(=O)N(C)C)CSSC(C)(C(=O)N(C)C)CSS1 (stereo not drawn)
    -2	·
- CSc1nc2c(c(=O)n1C1CCOC(C)(C)C1)C1(CCCCC1)Cc1ccccc1-2 (stereo not drawn)
    7	·
- CCOC(=O)c1c(NC(=O)COc2ccccc2)sc(C(=O)Nc2cc(C(F)(F)F)ccc2Cl)c1C
    10	·
- CC(=O)NC12CC3CC(C1)CC(C(=O)OCC(=O)c1ccc4c(c1)OCCO4)(C3)C2
    8	65
- Cc1cc(-c2ccc(C(C)C)cc2)c(C#N)c(N)n1
    3	·
- Cc1ccc(C(=O)Nc2ccc(NC(=O)c3ccccc3)cc2)cc1S(=O)(=O)N1CCOCC1
    12	·
- O=C(C(c1ccccc1)c1ccccc1)N1CCN(Cc2ccccn2)CC1
    1	88
- COc1cccc(-n2c(O)c(C=Nc3ccc(F)cc3)c(=O)[nH]c2=O)c1
    -11	·
- COc1ccccc1N1CCN(c2cc(=O)n(Cc3ccc(F)cc3)c(=O)[nH]2)CC1
    16	91
- CCn1nc(C)c(Oc2ccccc2O)c1C
    8	96
- CC1(C)CC(=O)C2=C(C1)OC1=C(C(=O)CC(C)(C)C1)C2c1ccc(-c2nnc(N)s2)cc1
    10	·
- CCCN(Cc1cc2cccc(C)c2[nH]c1=O)C(=O)c1cccc(OC)c1
    8	100
- CS(=O)(=O)N1CCN(C(=O)NC23CC4CC(CC(C4)C2)C3)CC1
    -1	123
- CCc1ccc(C(C)NS(=O)(=O)c2ccc3oc4ccccc4c3c2)cc1 (stereo not drawn)
    ·	63
- CCOc1ccc(OCC)c(NC(=O)C2CCCN(S(=O)(=O)c3c(C)noc3C)C2)c1 (stereo not drawn)
    2	99
- CSc1ccc(/C=C(\NC(=O)c2ccc(C)cc2)C(=O)Nc2cccc(F)c2)cc1
    -12	·
- O=C(C1CCC1)N1CCc2cc(S(=O)(=O)N3CCN(c4ccccn4)CC3)ccc21
    2	79
- Cc1ccccc1N1CC(C(=O)N/N=C\c2ccc(Br)cc2)CC1=O (stereo not drawn)
    5	·
- COc1cccc(C(=O)/C=C/c2ccc(OC)cc2OC)c1
    2	·
- N#Cc1c2c(c(NCCN3CCOCC3)n3c1nc1ccccc13)CCCC2
    11	·
- O=C(NNS(=O)(=O)c1ccc(F)cc1)c1cccc(Br)c1
    -15	·
- COc1ccc(/C=C2/C(=O)N(c3ccccc3)N=C2C)c(OC)c1OC
    -9	·
- CCOc1ccc(N=Cc2c(O)cc(C)oc2=O)cc1
    1	102
- COC(=O)C1=NN(C(=O)c2ccc(Cl)cc2)C(O)(c2ccccc2)C1 (stereo not drawn)
    -4	·
- COc1ccc2[nH]c(=O)c(CN(Cc3ccco3)C(=O)c3ccccc3)cc2c1
    3	·
- CCC(C)C1C(C#N)=C(N)Oc2n[nH]c(-c3ccccc3)c21 (stereo not drawn)
    9&4	107
- COc1cc(C(=O)NCC(=O)n2nc(C)cc2C)cc(OC)c1OC
    -3	123
- Fc1cccc(Nc2ncnc3c2cnn3-c2ccccc2)c1
    -6	99
- CNC(=S)N(C)/N=C/c1c(Cl)cccc1[N+](=O)[O-]
    -15	·
- CC(=O)Nc1cccc(NC(=O)c2ccc(C)cc2)c1
    10	·
- COc1cccc(C(O)CC(N)=O)c1 (stereo not drawn)
    -1	102
- CCOc1ccc(/C=N/N2C(=O)C3C(C2=O)C2C=CC3C23CC3)cc1OC (stereo not drawn)
    6	·
- COc1ccc(NC(=O)c2ccc(C)c(C)c2)c(OC)c1
    0	·
- CCn1cc(C(=O)NCC2CCCO2)c(=O)c2cc(S(=O)(=O)N3CCCCC3)ccc21 (stereo not drawn)
    -12	98
- Cc1cc(C)c(C(=O)/C(=C/c2ccccc2Cl)c2ccccc2)c(=O)[nH]1
    -17	·
- CCCCSc1nnc(-c2ccc(NC(=O)CC)cc2)n1C
    6	52
- CC(=O)Nc1ccc(/C=C(/C#N)C(=O)NCc2ccco2)cc1
    0	·
- Cc1ccnc(NS(=O)(=O)c2cc(C(C)(C)C)cc(C(C)(C)C)c2)c1
    -16	·
- COc1ccc2nc(NC(=O)c3ccccc3F)sc2c1
    ·	108
- CCOC(=O)N1CCN(c2c(F)cc3[nH]c(=S)[nH]c3c2Br)CC1
    8	64

Remaining list, next part:
The line under a structure holds: HePTP inhibitor	BAP1 block
- COC(=O)Nc1nnc(CC(=O)Nc2ccccc2C)s1
    8	64
- CCOC(=O)/C(C#N)=C/Nc1ccccn1
    5	·
- COc1ccc(C(=O)COC(=O)Cn2nnc3ccccc32)cc1Br
    -9	96
- O=C(O)Cc1ccc(C(=O)c2cccs2)s1
    -6	89
- N=C1S/C(=C\c2ccc(-c3cccc([N+](=O)[O-])c3)o2)C(=O)N1c1ccc2c(c1)OCO2
    3	·
- COc1ccc(C(=O)Nc2sc3c(c2C(N)=O)CCC(C(C)(C)C)C3)cc1 (stereo not drawn)
    8	·
- COc1ccc(Cl)cc1NC(=O)C1=C(C)NC(=O)NC1c1ccc(N(C)C)cc1 (stereo not drawn)
    ·	74
- O=C(/C=C/c1ccc([N+](=O)[O-])cc1)Nc1ccc(F)cc1
    -3	·
- COC(=O)Cn1c(=O)sc2ccccc21
    -6	101
- CC1CN(Cc2nc3c(c(=O)n(C)c(=O)n3C)n2CC(=O)c2ccccc2)CC(C)O1 (stereo not drawn)
    ·	77
- O=C(NC1CCCC1)c1ccc(Br)s1
    3	·
- CC(C)c1ccc(NC(=O)C(=O)NCCCO)cc1
    -5	·
- O=C(NCc1ccco1)C1CCCN(S(=O)(=O)c2cccc3nsnc23)C1 (stereo not drawn)
    7	101
- COc1ccc(-c2nnn(CC(=O)NC3CCCc4ccccc43)n2)cc1OC (stereo not drawn)
    0	·
- O=C(NC1CC1)c1ccc2c(c1)ncn2C1CCCC1
    -2	104
- CCC(C)(C)n1nnnc1C(c1cccnc1)N1CCCc2ccccc21 (stereo not drawn)
    11	96
- CCN1C(=O)c2ccccc2S(=O)c2ccc(C(=O)NC3CC3)cc21 (stereo not drawn)
    11	101
- CCOc1ncccc1C(=O)OCc1cc(=O)n2c(n1)sc1ccccc12
    0	84
- CCC(=O)Nc1ccc(NC(=O)c2ccc(OC)c([N+](=O)[O-])c2)cc1
    5	·
- COc1ccc(Cl)cc1C(=O)NCc1cccnc1
    0	·
- COc1ccc(-c2nc3ccccc3c(=O)n2CCCn2ccnc2)cc1
    5&7	110
- Cc1ccc(C2C(C#N)=C(N)Oc3cc4c(cc32)OCO4)cc1 (stereo not drawn)
    6	67
- Cn1ncc2c1ncn1c(-c3ccccc3Cl)nnc21
    2	92
- COc1ccc(S(=O)(=O)N2CCC(C(=O)N3CCOCC3)CC2)cc1OC
    9	100
- Cc1c(Br)cc(-c2nnco2)cc1Br
    8	108
- Cc1ccc(OCCSc2nc(C)cc(=O)[nH]2)c(C(C)C)c1
    -12	·
- Cc1cccc(C)c1N1C(=O)C2ON(c3ccccc3)C(c3ccncc3)C2C1=O (stereo not drawn)
    -1	111
- CCCc1ccc(Oc2cn[nH]c2-c2ccc(O)cc2O)cc1
    1	67
- COc1ccc(Br)cc1CNCc1ccc(OC)c(OC)c1
    -6	·
- CC(=O)NC1C(=O)N=C(SCC(=O)NCc2ccccc2)NC1=O (stereo not drawn)
    7	115
- COc1cc(NC2=CC(=O)CC(C)(C)C2)cc(OC)c1OC
    5	99
- Cc1c(NC(=O)Cn2cnc3c(=O)n(C)c(=O)n(C)c32)cccc1-c1nc2ccccc2o1
    1	149
- Cc1onc(-c2ccccc2Cl)c1C(=O)Nc1ccc(CN2CCCC2)cc1
    -2	88
- Cc1cc2nc3c4cccc5cccc(c(=O)n3c2cc1C)c54
    ·	84
- COc1cc2[nH]c(=O)n3nc(-c4ccccc4)nc3c2cc1OC
    -3	353
- CCOC(=O)Cn1c(CN2CCN(c3cccc(Cl)c3)CC2)nc2c1c(=O)[nH]c(=O)n2C
    15	99

Complete entries from above:
CCCc1ccc(Oc2cn[nH]c2-c2ccc(O)cc2O)cc1 is listed with HePTP inhibitor: 1; BAP1 block: 67
O=C(NCCOC(=O)c1ccc(S(=O)(=O)N2CCOCC2)cc1)c1cccnc1 is listed with HePTP inhibitor: 4&-1; BAP1 block: ·
